LMPTP inh: blocks human LMPTP phosphatase | P24666 | recombinant LMPTP-A, OMFP fluorogenic substrate, fluorescence intensity | inhibition, % at 20 µM | hit rate 0.22% among 360,000 | AID 651560;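 active = compounds that cut the enzyme signal by at least half of the control window in the single-dose screen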;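 also: plate controls were DMSO wells with enzyme plus substrate for no effect and substrate without enzyme for full effect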
Target sequence (P24666 whole entry, looked up): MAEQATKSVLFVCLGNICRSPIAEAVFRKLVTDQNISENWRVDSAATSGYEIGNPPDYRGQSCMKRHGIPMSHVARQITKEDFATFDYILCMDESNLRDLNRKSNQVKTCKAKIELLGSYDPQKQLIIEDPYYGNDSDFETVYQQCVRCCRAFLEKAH
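Test system: LMPTP-A phosphatase enzyme. Amount: LMPTP-A at 0.625 nM final in the reaction. Reagent: OMFP substrate, 400 µM final. Times: 50 min at room temperature. Signal: endpoint fluorescence intensity from OMFP dephosphorylation. Read-out basis: % inhibition. Benchmarks: no-enzyme and uninhibited controls.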
Tb MetRS inh: blocks T. brucei methionyl-tRNA synthetase activity; purified T. brucei MetRS, ATP depletion, Kinase-Glo luminescence; inhibition, % at 11.9 µM; hit rate 0.4% among 360,000;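 active = inhibition above a per-plate cutoff of the control wells' mean inhibition plus 3 SD, cut at about 5.5% in these data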;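 also: 0% = DMSO wells median and 100% = median of wells with control inhibitor compound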
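assay system = parasite MetRS enzyme | timing = 15 min preincubation, 2 h reaction, all 25 °C | evaluation = percent inhibition relative to median high and low control wells | medium = HEPES buffer containing pyrophosphatase, BSA, spermine, DTT | compound = single dose, 11.9 µM final nominal, 0.9% final DMSO | detection = Kinase-Glo luminescence, ATP depletion format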
NadD inh: NadD (S. aureus) enzyme inhibition; hit rate 0.78% among 360,000; purified NadD enzyme, colorimetric absorbance read-out; AID 602399; inhibition, % at 20 µM; in the data active = inhibition above about 26%; also: some compounds past the cut are filed as inactive
STEP inh: blocks human striatal-enriched tyrosine phosphatase | hit rate 0.25% among 360,000 | inhibition, % at 20 µM | recombinant STEP, OMFP fluorogenic substrate, fluorescence;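 active = inhibition at 20 µM, scaled per plate between control wells, above about 37%, limit read from the data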;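 also: 0% = DMSO with enzyme and substrate and 100% = substrate only without enzyme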
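System: isolated STEP enzyme; schedule: 20 min enzyme reaction at room temperature, protected from light; medium: Bis-Tris buffer pH 6.0, 2.5 mM DTT, 0.005% Tween 20; signal: fluorescence, 480/540 nm; dosing: single compound dose of 20 µM, 1% DMSO final; also added: OMFP substrate, 25 µM final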
Scp1 inh: Scp-1 (human) phosphatase inhibition | Q9GZU7 | Recombinant Scp1, phosphopeptide, malachite green phosphate absorbance | inhibition, % at 20 µM | hit rate 0.88% among 340,000 | AID 493091;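 active = inhibition above about 50% at 20 µM, limit read from the data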;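 also: plate controls were DMSO wells with enzyme for no effect and wells lacking enzyme for full effect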
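Material – SCP-1 phosphatase catalytic domain, residues 76-261 · Buffer or medium – Acidic Tris acetate buffer with magnesium and detergent · Also added – Phospho 17-mer peptide substrate · Compound – single 20 µM dose, 1% DMSO · Times – 45 min room-temperature reaction, 5 min colour, 30 min stabiliser · Technique – Phosphate-binding colour reagent, absorbance read at 630 nm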
MLLE-PAM2 inh: inhibitors of microRNA-mediated deadenylation, human PABP1 MLLE binding; P11940; GST-MLLE / FITC-PAM2 fluorescence polarization; inhibition, % at 20 µM; hit rate 0.36% among 360,000; AID 588489; in the data active = inhibition above about 35%, passing the limit was not always enough;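 also: plate controls were DMSO wells with GST-MLLE for no effect and wells lacking GST-MLLE protein for full effect; some results filed as inactive read as strong as hits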
CSN inh: blocks human CSN-mediated cullin deneddylation. Q92905. Purified CSN, SCF-Nedd8-OG deneddylation, fluorescence polarization. inhibition, % at 12.5 µM. hit rate 0.38% among 360,000;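 active = pattern-corrected inhibition above about 35%, with an unprinted fluorescence ratio check between 0.5 and 1.5, limit read from the data, passing the limit was not always enough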;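 also: 0% = enzyme with substrate and 100% = substrate without enzyme; some results filed as inactive read as strong as hits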
Target sequence (Q92905 whole entry, looked up, one chain of several): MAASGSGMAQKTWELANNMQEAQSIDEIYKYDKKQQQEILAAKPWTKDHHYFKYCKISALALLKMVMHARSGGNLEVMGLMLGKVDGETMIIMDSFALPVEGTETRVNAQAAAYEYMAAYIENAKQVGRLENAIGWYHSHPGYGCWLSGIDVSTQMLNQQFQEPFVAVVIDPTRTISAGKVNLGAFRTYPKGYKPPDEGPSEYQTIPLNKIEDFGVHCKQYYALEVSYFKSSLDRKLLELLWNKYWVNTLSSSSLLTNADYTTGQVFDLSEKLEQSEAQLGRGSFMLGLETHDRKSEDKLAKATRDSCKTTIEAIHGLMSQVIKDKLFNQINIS
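assay system = purified human Csn5 enzyme expressed in HEK293T cells | amount = 0.24 nM enzyme | buffer or medium = Tris/NaCl/DTT buffer, pH 7.5 | reagent = 10 nM SCFSkp2-Nedd8OG | compound = one concentration, 12.5 µM, 0.25% DMSO | times = 90 min reaction at room temperature | signal = FP | read-out basis = % inhibition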
SUMO1-SIM PPI: SUMO1-SIM interaction modulation; P63165; SUMO1 binding to a labelled peptide, TR-FRET, 1 h; inhibition, % at 20 µM; hit rate 0.33% among 360,000; in the data active = inhibition above about 37%
Target sequence (P63165 whole entry, looked up): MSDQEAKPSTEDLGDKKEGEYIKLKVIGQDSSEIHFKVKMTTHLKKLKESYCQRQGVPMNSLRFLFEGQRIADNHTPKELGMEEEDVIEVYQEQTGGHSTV
DNMT1 inh: DNMT1 (human) enzyme inhibition | P26358 | DNMT1 molecular beacon, Hinp1I cleavage, fluorescence | inhibition (reported as % activation of signal), % at 10 µM | hit rate 0.83% among 360,000; in the data active = inhibition above about 50%
Rpn11 block: blocks the human proteasome subunit Rpn11; O00487; human 26S proteasome, Ub4-pepOG fluorescence polarization; 20S core pre-blocked with epoxomicin; calls only at 20 µM; hit rate 0.59% among 360,000;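 active = inhibition at 20 µM, scaled to each plate's controls, above about 33%, limit read from the data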
Target sequence (O00487 whole entry, looked up): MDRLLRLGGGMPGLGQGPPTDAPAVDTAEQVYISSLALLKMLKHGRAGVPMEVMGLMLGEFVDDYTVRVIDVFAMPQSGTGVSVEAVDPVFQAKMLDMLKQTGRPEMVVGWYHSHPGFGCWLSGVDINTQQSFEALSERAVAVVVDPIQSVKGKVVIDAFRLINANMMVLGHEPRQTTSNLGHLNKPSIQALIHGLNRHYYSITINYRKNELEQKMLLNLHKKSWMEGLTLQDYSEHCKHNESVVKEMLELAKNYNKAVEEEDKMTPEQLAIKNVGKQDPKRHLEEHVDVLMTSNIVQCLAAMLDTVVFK
* marks the source's active call; other numbers are inactive results; i = inactive. Not a hit list, and some 3.6% of all compounds hit somewhere here.

SMILES	LMPTP inh	Tb MetRS inh	NadD inh	STEP inh	Scp1 inh	MLLE-PAM2 inh	CSN inh	SUMO1-SIM PPI	DNMT1 inh	Rpn11 block
CCC1(c2ccccc2)NC(=O)N(CC(=O)Nc2cc(S(=O)(=O)N3CCCCCC3)ccc2OC)C1=O (stereo not drawn)	1.2	-0.3	10.0	-0.5	-4.9	-26.1	-0.1	6.8	-4.3	i
O=C(Nc1ccc2c(c1)CCC2)c1ccccc1	-1.2	-0.2	-7.2	-0.9	-4.9	-6.7	2.5	-0.6	-0.1	i
S=c1[nH]nc(SCc2ccccc2)c2[nH]cnc12	-19.6	-0.2	6.1	1.5	1.9	2.8	-0.8	3.9	-1.9	i
Clc1ccc(-c2c[n+]3c(n2-c2ccccc2)SCC3)cc1	0.6	-0.5	-0.7	-2.1	3.8	6.9	-7.0	0.9	-0.7	i
Oc1ccc2ccccc2c1CNc1cnc2ccccc2c1	2.6	0.4	9.5	0.1	1.7	22.2	2.4	-17.2	-0.1	i
CCOc1ccccc1-c1nc(-c2cccc(Br)c2)no1	1.9	0.6	6.8	-1.2	-6.5	-2.9	-0.3	0.8	-1.9	i
CCC(=O)Nc1ccc2c(c1)ncn2-c1ccccc1OC	-0.7	-1.1	-2.9	1.1	-9.6	11.2	2.9	-2.7	-0.5	i
COc1ccc(OC)c(S(=O)(=O)N2CCCC(C(=O)N3CCCC3)C2)c1 (stereo not drawn)	-1.0	-0.5	-1.7	-0.3	2.3	-6.8	0.2	1.2	2.3	i
C=CC[C@@H](CC(=O)NCCO)C(=O)NC[C@H](OC(=O)[C@@H](CC=C)CC(=O)OC(C)(C)C)c1ccccc1	-1.9	-0.3	-9.1	0.0	-8.2	4.6	-1.6	1.7	1.1	i
Cc1cc(NS(=O)(=O)c2cn(C)nc2C)no1	-1.0	-0.3	-7.3	2.4	-4.7	8.7	-3.8	1.0	0.6	i
Cc1cc(C)cc(N(CC(=O)NCCSCc2ccco2)S(C)(=O)=O)c1	1.3	-1.6	3.4	-5.0	7.2	31.8	-2.1	-2.9	-1.5	i
Cc1ccccc1OCC(=O)N/N=C/c1ccc(N2CCOCC2)o1	0.1	-0.6	3.6	3.6	-1.8	9.8	0.1	-6.0	0.6	i
COCCn1c(SCC(=O)NNC(=O)c2ccccc2)nc2ccccc21	-0.2	-0.2	1.1	-2.5	-6.8	-37.6	-1.8	-6.6	7.8	i
O=C(NCc1ccc(F)cc1Cl)C1CCN(S(=O)(=O)N2CCC3(CC2)OCCO3)CC1	0.8	-0.4	2.3	2.5	-0.4	-11.9	2.9	1.2	1.9	i
CCCc1nnn(S(=O)(=O)c2ccc([N+](=O)[O-])cc2)c1CCC	-0.5	-0.4	2.6	-0.2	-7.7	-13.9	-0.8	-18.0	1.4	i
Cc1nc2cc(-c3ccc(Cl)cc3)nn2c(NCCN(C)C)c1C	6.8	-0.7	-7.2	-0.1	-12.8	-5.5	1.1	1.4	-6.8	i
O=C(NNS(=O)(=O)c1ccc([N+](=O)[O-])cc1)c1ccc([N+](=O)[O-])cc1	-0.8	0.3	-3.1	-0.5	6.2	-2.8	0.1	-22.7	-1.4	i
CC(C)(c1ccccc1)c1ccc(OCCN)cc1	-1.2	-0.4	-12.7	6.8	-3.5	9.8	-2.9	-0.4	-0.8	i
CC(C)(C)[C@H]1COC(=O)CCC/C=C/C[C@H](CC(=O)N(CCO)Cc2ccccc2)C(=O)N1	2.0	-0.5	-1.7	5.0	-0.2	-6.9	-4.4	1.0	5.9	i
CC(OC(=O)c1ccco1)C(=O)Nc1ccc(C(F)(F)F)cc1 (stereo not drawn)	-1.1	-0.4	-6.9	-9.3	-9.8	2.0	3.1	2.4	4.4	i
CCOc1cc(/C=N/Nc2nnc(C)n2N)ccc1OC(C)=O	-1.0	1.8	-6.6	-3.2	-15.4	-2.6	-1.5	-13.5	-1.2	i
CC(O)[C@H]1CNC(=O)C(=O)N1CC1CCCCC1 (stereo partly drawn)	-1.3	-0.3	-2.9	-2.3	-2.3	2.1	0.4	2.4	4.1	i
CCCC(=O)NCCc1cc(OC)c(OC)cc1Br	0.0	-0.3	1.3	0.4	-0.2	14.3	-8.4	-0.6	0.3	i
COc1cccc(C(=O)C2CCCN(Cc3cn(CC(N)=O)c4ccccc34)C2)c1 (stereo not drawn)	-0.1	-2.3	-3.9	2.7	-0.6	16.9	-1.8	0.5	2.3	i
COc1ccc(C(=O)O)cc1S(=O)(=O)N1CCCc2ccccc21	0.2	0.4	-5.9	3.2	5.2	-7.4	-2.8	1.1	-5.7	i

Some values from above.
SUMO1-SIM PPI result of Clc1ccc(-c2c[n+]3c(n2-c2ccccc2)SCC3)cc1 : 0.9
CSN inh result of Oc1ccc2ccccc2c1CNc1cnc2ccccc2c1 : 2.4
Tb MetRS inh result of Cc1ccccc1OCC(=O)N/N=C/c1ccc(N2CCOCC2)o1 : -0.6

Next part:
SMILES	LMPTP inh	Tb MetRS inh	NadD inh	STEP inh	Scp1 inh	MLLE-PAM2 inh	CSN inh	SUMO1-SIM PPI	DNMT1 inh	Rpn11 block
C=CCOc1c(Br)cc(CNn2cn[nH]c2=S)cc1OC	-45.1	0.0	6.8	-0.4	0.2	-10.9	-1.2	0.3	-2.0	i
C=CCC1NCCc2c(Br)cccc21 (stereo not drawn)	1.3	-0.8	-6.9	-2.3	-6.4	-2.3	-0.6	-0.8	-1.9	i
COc1ccc(NC(=O)CSc2nnc(-c3ccccc3)n2Cc2ccco2)c(OC)c1	-0.2	0.6	-2.2	2.1	3.0	-6.5	-2.1	0.2	2.0	i
Cc1ccc(SCCC(=O)Nc2ccc(Br)c(C)c2)cc1	3.5	2.7	-8.8	-2.0	-3.9	9.8	-0.8	-0.2	0.4	i
O=C(NC1(C(F)(F)F)NC(=O)N(Cc2cccnc2)C1=O)c1ccc(F)cc1 (stereo not drawn)	-0.2	-0.6	1.4	0.1	-9.4	10.7	6.4	-1.4	-1.2	i
CCOC(=O)N/N=C(C)/C=C/c1ccccc1	-1.7	-0.5	-2.9	-3.0	-2.7	5.5	2.6	-7.0	4.9	i
COC(=O)c1nn(-c2ccccc2)c(Sc2ccc(OC)cc2)c1/C=N/O	0.1	-0.5	1.2	2.3	-8.9	6.5	0.4	-3.6	-2.3	i
COC(=O)[C@H](C)NC(=O)c1cc2c(cn1)[nH]c1ccccc12	3.3	0.3	-1.1	8.5	-1.8	23.5	5.5	0.7	0.9	i
Cc1ccc2c(C)cc(=S)[nH]c2c1	-1.9	0.4	0.5	-1.7	-3.3	28.2	0.3	-3.3	-2.6	i
COC(=O)c1ccc(COC(=O)c2ccc(N(C)C)cc2)cc1	2.5	-0.3	1.5	1.1	-11.6	-20.2	-0.8	0.4	-4.6	i
O=C(c1cccnc1)N1CCN(C(=O)c2cccc(Cl)c2)CC1	-1.7	-0.6	2.6	2.6	2.4	14.5	0.7	-2.8	1.2	i
CCCCNc1nc(C)c(C(C)=O)cc1C#N	-0.3	-0.7	-8.4	1.5	-4.7	-4.6	-15.7	-1.8	0.9	i
CC(=O)OC[C@H]1O[C@@H](Oc2cc3ccc(=O)oc3cc2OC(C)=O)[C@H](OC(C)=O)[C@@H](OC(C)=O)[C@@H]1OC(C)=O	-0.5	-0.5	4.4	-1.7	-0.1	15.1	-4.8	-4.1	2.3	i
CC(=O)c1ccc(OCC(=O)Nc2ccc3nc(C)sc3c2)cc1	-0.1	0.1	-3.3	2.2	-11.7	-10.0	5.3	-0.9	-2.0	i
O=C(Nc1cccc(S(=O)(=O)NCc2ccco2)c1)c1cccc(Cl)c1	1.5	-0.6	-9.1	-0.3	-2.2	-5.4	-0.8	-2.3	-3.3	i
Cc1cccc(C)c1OCc1nnc(SCC(=O)Nc2nccs2)n1-c1ccccc1	-0.5	-0.9	-0.4	-0.8	-2.5	-40.1	-0.3	-0.1	-0.1	i
COc1ccc(-c2nn(-c3ccccc3)cc2/C=N/NS(=O)(=O)c2ccccc2)cc1	5.4	-0.4	3.0	-1.9	-10.8	2.0	-1.3	-3.9	-10.4	i
CC(NC(=O)Cn1c(NCCO)nc2ccccc21)c1ccccc1 (stereo not drawn)	0.7	-1.1	-1.5	-3.0	-4.2	2.3	-3.4	2.0	-0.5	i
O=C(NC(=S)Nc1ccc(S(=O)(=O)N2CCCCCC2)cc1)c1cccs1	1.2	-0.2	-5.2	1.7	-12.9	28.4	-18.6	0.2	-6.0	i
Cc1nc(C(=O)N2CCCC(N3CCN(c4ccccc4C)CC3)C2)cs1 (stereo not drawn)	-0.2	-0.3	0.3	-0.2	-6.7	0.1	0.8	1.1	1.3	i
CN(C)c1cc[n+](CC(=O)c2ccc(OC(F)F)cc2)cc1	-1.1	-0.5	-2.9	-4.4	-8.4	-14.4	-7.9	5.9	-0.9	i
COc1ccc(-n2c(CN3CCN(c4ccccc4OC)CC3)nc3ccc([N+](=O)[O-])cc3c2=O)c(OC)c1	-0.2	0.6	4.1	-0.4	-4.0	6.2	1.5	-29.9	0.3	i
CC(C)(CNC(=O)c1ccc(NS(=O)(=O)c2ccc(F)cc2)cc1)N1CCOCC1	0.1	-0.7	-4.1	-2.5	3.8	8.3	1.2	4.9	2.4	i
COc1ccnc(N=CNOCc2cccc(Cl)c2Cl)c1C#N	1.1	-0.8	0.4	-3.5	-3.6	-1.4	4.0	1.8	-4.0	i
COc1ccc(N(CC(=O)N2CCC(C)CC2)S(=O)(=O)c2c(C)nn(C)c2C)cc1	-0.9	-1.5	-0.2	-1.8	-11.2	11.0	0.0	-0.9	5.1	i
O=C(Nc1ccc(S(=O)(=O)N2CCCC2)cc1Cl)C1=COCCO1	-1.2	-0.1	-8.2	-0.9	-13.9	10.8	2.4	-1.9	0.8	i
Cc1ccc(-c2cc(C(=O)N/N=C/c3c[nH]c4ccccc34)[nH]n2)cc1	3.1	-0.2	7.2	-3.8	-1.3	-7.3	-0.1	3.2	-15.4	i

Record cards, from the list above. Values in the order: LMPTP inh | Tb MetRS inh | NadD inh | STEP inh | Scp1 inh | MLLE-PAM2 inh | CSN inh | SUMO1-SIM PPI | DNMT1 inh | Rpn11 block
`Cc1nc2cc(-c3ccc(Cl)cc3)nn2c(NCCN(C)C)c1C` reads 6.8 | -0.7 | -7.2 | -0.1 | -12.8 | -5.5 | 1.1 | 1.4 | -6.8 | i
`Cc1cc(NS(=O)(=O)c2cn(C)nc2C)no1` reads -1.0 | -0.3 | -7.3 | 2.4 | -4.7 | 8.7 | -3.8 | 1.0 | 0.6 | i

Assay outcomes (PubChem BioAssay)
